Screening data deposited in PubChem by several laboratories.
HIV RNase H inh – inhibitors of HIV-1 reverse transcriptase RNase H; hit rate 1.9% among 65,000; P04585; inhibition, % at 10 µM; AID 565; RT-RNase H RNA/DNA duplex cleavage, fluorescence; in the data active means inhibition above about 50%
RmlC RmlD mix – RmlC/RmlD inhibition, mixture screen; RmlC/RmlD coupled enzyme inhibition, 384-well mixture HTS; inhibition, % at 5.5 µM; hit rate 0.39% among 110,000; AID 1532; in the data active means inhibition above about 30%, passing the limit was not always enough; further: strong numbers were not always called active
The depositor's hits bear a star; x = not tested or not shown.

SMILES	HIV RNase H inh	RmlC RmlD mix
Cc1ccc(CCN2C(=O)CCC2(C)C(=O)NCc2cccnc2)cc1 (stereo not given)	x	2
COc1cccc(-n2nc(-c3ccnn3-c3ccccc3)c(=O)n(C)c2=O)c1	x	-9
CCOc1nc(Nc2ccc(OC)c(Cl)c2)nc(N2CCN(c3ccc(OC)cc3)CC2)n1	x	5
CC1=C(C/C(C)=C/c2ccccc2)/C(=C/CO)[C@@H]2OC(=O)O[C@]2(C)C12CC2	x	5
Cc1ccc(-n2c(C3CC3c3ccc(Cl)cc3)n[nH]c2=S)cc1 (stereo not given)	x	4
COc1ccc(N(CC(=O)Nc2cc(OC)ccc2OC)S(C)(=O)=O)cc1	0	-10
CC(C)CCNC(=O)C1CC(c2ccccc2[N+](=O)[O-])=NO1 (stereo not given)	x	-8
COc1ccccc1NC(=S)NC(=O)c1ccc(-c2ccc(Cl)cc2)o1	x	-3
COc1ccccc1NC(=O)CSc1nc2ccccc2cc1Cc1ccccc1	x	-9
CCn1cc(C(=O)N2CCOCC2)c(=O)c2cc(S(=O)(=O)N(C)C)ccc21	1	18
O=C(NC(CSSCC(NC(=O)c1ccccc1)C(=O)O)C(=O)O)c1ccccc1 (stereo not given)	x	-9
O=C(CSc1nc(-c2ccco2)cc(C(F)(F)F)n1)Nc1ccc2c(c1)CCC2	16	-1
O=C(Nc1cccnc1)c1cc(F)cc(F)c1	x	-13
COc1cc(OC)cc(C(=O)NCc2nc(-c3ccccc3)no2)c1	-7	-1
COc1cc(O)c(C(CCN2CCOCC2)c2cc(OC)c(OC)c(OC)c2)c(OC)c1 (stereo not given)	x	10
O=C(NCc1ccccn1)C1CCN(S(=O)(=O)c2ccccc2)CC1	-12	-8
COc1ccc(CNC(=O)COC(=O)c2c[nH]c(=O)[nH]c2=O)cc1OC	3	-9
CCn1cc(C(=O)NCc2ccco2)c(=O)c2cc(S(=O)(=O)N3CCC(C)CC3)ccc21	-22	-12
Cc1cc(C)nc(N2CCC(C(=O)NCCc3ccc(F)cc3)CC2)n1	-2	x
CCC1CCCCN1C(=O)CSc1nnc(-c2ccc(Cl)s2)o1 (stereo not given)	3	-9
CC1CCN(CC(O)COc2ccc(F)cc2)CC1 (stereo not given)	0	-15
Cc1ccc2cc(CN(CC3CCCO3)S(=O)(=O)c3ccccc3)c3nnnn3c2c1 (stereo not given)	x	-10
Cc1cc(=O)c2c(O)c(O)ccc2o1	-15	14
C=CCn1c(SCC)nc(O)cc1=O	x	-8
COc1ccc(C(CNC(=O)c2ccc3c(c2)C(=O)N(CCC(C)C)C3=O)N2CCOCC2)cc1 (stereo not given)	-1	-9

A draw from above in order of formula weight, descending.
SMILES	HIV RNase H inh	RmlC RmlD mix
COc1ccccc1NC(=S)NC(=O)c1ccc(-c2ccc(Cl)cc2)o1	x	-3
CCC1CCCCN1C(=O)CSc1nnc(-c2ccc(Cl)s2)o1 (stereo not given)	3	-9
COc1ccc(CNC(=O)COC(=O)c2c[nH]c(=O)[nH]c2=O)cc1OC	3	-9

Next part:
SMILES	HIV RNase H inh	RmlC RmlD mix
C[C@@H]1CC=C[C@H]2[C@H]1C(=O)N(Cc1ccccc1)[C@H]2c1ccc(F)c(/C=C/c2ccccc2)c1	x	5
COC(=O)[C@@H]1C[C@H]2CC[C@H](O)C[C@H]2N1Cc1ccc(-c2ccccc2)cc1	x	-12
O=C(c1ccc(COCC(F)(F)F)o1)N1CCCCCC1	-1	10
O=C(CSc1nc2ccccc2c(=O)n1-c1ccc(Cl)cc1)c1ccco1	27	-12
CC1CCCN(Cc2nc3c(c(=O)n(C)c(=O)n3C)n2Cc2cccc3ccccc23)C1 (stereo not given)	-6	x
CCOC(=O)c1nnc(-c2ccc(C)cc2)nc1Oc1ccccc1Cl	x	28
Cc1ccc2cc3cc(C(=O)N4CCC5(CC4)OCCO5)oc3nc2c1	-19	10
CCOc1ccc(NC(=O)Cn2nnc(C(=O)NCc3ccccc3OC)c2N)cc1	-19	x
Cc1cc(N2CCN(C(=O)c3ccco3)CC2)n2nc(-c3cccc(F)c3)cc2n1	-44	-11
Cc1ccc(C(C(=O)NC2CCCC2)N(Cc2ccc3c(c2)OCO3)C(=O)Cc2cccs2)cc1 (stereo not given)	x	30
CCc1ccccc1NC(=O)c1cnc2scc(C)n2c1=O	-22	7
Cc1ccc(-c2noc(CCC(=O)NCCN3CCN(Cc4ccccc4)CC3)n2)cc1	-61	19
O=C(CCCN1CCC(c2ccccc2)C1)c1ccc2c(c1)OCCO2 (stereo not given)	-38	-13
CCC(C)NC(=O)c1cc(OC)c(OC)c(OC)c1 (stereo not given)	-9	-7
CCOC(=O)N1CCN(S(=O)(=O)c2cccs2)CC1	-4	8
CC(C)(C)CNc1cc(N2CCCC2)ccc1[N+](=O)[O-]	x	-8
COc1ccc(S(=O)(=O)N2CCCC(C(=O)Nc3ccc(OC)c(OC)c3)C2)cc1 (stereo not given)	6	-22
Nc1cnc(CNc2ccccc2Cl)cn1	x	7
O=C(c1ccc(F)cc1)n1ccc(-c2cnc(-c3ccccc3)s2)n1	x	80*
COCC(=O)N(Cc1nc2ccccc2c(=O)[nH]1)Cc1cccs1	-15	x
Cc1cc(C(=O)Nc2cccc(/C=C/C(=O)O)c2)c(C)o1	x	-6
COCCn1c(-c2ccccc2)cc(C(=O)O)c1C	x	-16
Cc1nnc(SCC(=O)Nc2sc3c(c2C#N)CCCCC3)n1N	x	12
CC(=O)Nc1ccc(NC(=O)c2c(C)nc3ccccn23)cc1	-4	7
O=C1C=C(O)CC(c2ccc(Cl)c(Cl)c2)C1 (stereo not given)	-9	x
Remaining list, next part.
SMILES	HIV RNase H inh	RmlC RmlD mix
O=C(/C=C/c1ccccc1)NCCc1ccccc1	x	7
O=C(OCn1nnc2ccccc2c1=O)C1CCN(S(=O)(=O)c2cccs2)CC1	-16	-17
O=C(Oc1ccc(=O)n(-c2ccccc2)n1)c1ccc(Cl)cc1	x	11
CCN(CC)c1ccc(NC(=O)c2[nH]c(C)c(C(C)=O)c2C)c(C)c1	14	7
CCOc1ccc(-n2c(SCc3ccc(C(=O)OC)o3)nc3c(c2=O)SCC3)cc1	-17	7
CCOC(=O)c1nn(-c2ccccc2F)c(-c2ccccc2)c1C(=O)c1ccccc1	x	-13
O=c1c2cnn(-c3ccccc3)c2ncn1Cc1ccccn1	-19	-2
CCOC(=O)Cc1csc(NC(=O)C2CCCCC2C(=O)O)n1 (stereo not given)	-4	-8
CN(C)c1ccc(-c2nn3c(C4CCCCC4)nnc3s2)cc1	-12	36
CCOc1ccc(C(=O)NCCC(=O)NCCCC(=O)O)cc1	-19	-8
COc1cccc(-c2nc(NCCN3CCOCC3)c3ccccc3n2)c1O	-14	-8
COc1ccc(CC2c3cc(OC)c(OC)cc3CCN2C)cc1OC (stereo not given)	-7	-13
COc1oc(-c2ccc(Cl)cc2)nc1C(F)(F)F	x	13
Cc1cccc(C)c1NC1=NCCCCS1	1	20
Cc1cc(C)c2nc(N3CCN(C)CC3)c(C#N)cc2c1	1	-11
COc1ccc(-n2c(COc3ccc(C)cc3)nnc2SCc2ccc(C#N)cc2)cc1	x	-9
Cc1[nH]c2ccccc2c1SCCNC(=O)c1ccc(Br)o1	x	4
COCCN=C1Sc2nc3ccc(C)cc3cc2CN1Cc1ccco1	x	9
CN(Cc1ccccc1)S(=O)(=O)c1ccc(NC(=O)C2CCCO2)cc1 (stereo not given)	4	-9
COCCOC(=O)C1=C(C)OC(N)=C(C(=O)OC)C12C(=O)Nc1ccccc12 (stereo not given)	28	-8
CCc1nnc(NC(=O)c2c(C)nn(-c3ccccc3)c2Cl)s1	x	-3
O=C1CCc2cc(S(=O)(=O)N3CCC(C(=O)NCCC4=CCCCC4)CC3)ccc2N1	15	12
CC(=O)N1CCC2(CC1)C(C#N)=C(N)Oc1n[nH]c(C)c12	-8	6
O=C(c1ccc(F)cc1)N1CCC(N2CCOCC2)CC1	x	-17
CN1CCN(CC#CC(C)(O)C2CC3C=CC2C3)CC1 (stereo not given)	-7	x

Record cards, from the list above.
`CC1CCCN(Cc2nc3c(c(=O)n(C)c(=O)n3C)n2Cc2cccc3ccccc23)C1` (stereo not given) is listed with HIV RNase H inh: -6; RmlC RmlD mix: x
`O=C(c1ccc(F)cc1)N1CCC(N2CCOCC2)CC1` is listed with HIV RNase H inh: x; RmlC RmlD mix: -17

More structures
SMILES	HIV RNase H inh	RmlC RmlD mix
CCOC(=O)c1cccc(NC(=O)CSc2nnc(CNc3ccc(C)cc3)n2CC)c1	6	7
O=C(CCCN1C(=O)c2ccccc2C1=O)NCCC1=CCCCC1	-24	-14
Cc1ccc(S(=O)(=O)N2CCC(=O)N(C(COCc3ccc(Cl)c(Cl)c3)Cc3ccccc3)CC2)cc1 (stereo not given)	x	-12
COCc1nc2ccccc2n1CCOc1ccccc1OC	80*	-23
COc1ccc(NC(=O)N2CCc3ccccc32)cc1	x	3
COc1cc(C(=O)NCCC(=O)NCCCN2CCCCC2)cc(OC)c1OC	10	-27
CN(c1ccccc1C(=O)O)S(=O)(=O)c1ccc2c3c(cccc13)C(=O)N2	6	8
O=C(NCCCN1CCC(Cc2ccccc2)CC1)C1CCN(S(=O)(=O)N2CCOCC2)CC1	-5	-7
CCOc1ccccc1NC1=CC(=O)CC(c2ccccc2)C1 (stereo not given)	x	-3
CC(C)(C)N(NC(=O)Nc1ccc(Cl)cc1)C(=O)c1ccccc1	x	5
Cc1ccc(S(=O)(=O)c2c(N)n(CCN3CCOCC3)c3nc4ccccc4nc23)cc1C	-17	-6
CCN(C(=O)CSc1nnc(Cc2cccc3ccccc23)n1N)C1CCS(=O)(=O)C1 (stereo not given)	x	-8
CCCC(c1nnnn1CCC(C)C)N1CCC(C(N)=O)CC1 (stereo not given)	-1	-2
COC(=O)C1=C(c2cccc(OC)c2OC)C[C@@H]2CC[C@H]1N2C(=O)N1CCC(C)CC1	x	7
CCC(=O)N1CCc2cc(S(=O)(=O)NCCCOC)ccc21	-3	-12
COc1ccc(-c2cn3c(C)c(C(=O)Nc4cccc(C)n4)sc3n2)cc1	51*	-11
COc1cc(CNCCc2ccccc2)ccc1OCC(=O)NC(C)(C)C	x	-5
O=C(O)CCCCCn1c(SCC(=O)N2CCCC2)nc2ccsc2c1=O	-1	-16
NC(=O)CNC(=O)[C@@H]1CC2(CC(c3ccc(Cl)cc3)=NO2)CN1C(=O)c1ccccc1 (stereo not given in full)	x	6
CC(=O)Nc1ccc(N/C=C/C(=O)c2ccco2)cc1	-9	-4
COc1ccc(C2=NOC(C(=O)Nc3c(C)n(C)n(-c4ccccc4)c3=O)C2)cc1OC (stereo not given)	3	-10
COC(=O)c1ccc(C)c(NS(=O)(=O)c2ccc(OC)cc2)c1	-61	5
CC1(CCc2ccccc2)NC(=O)N(Cc2nnc(-c3ccccc3Br)o2)C1=O (stereo not given)	-2	-16
Cn1c(=O)c2c(nc(CN3CCN(C(=O)c4ccco4)CC3)n2CCCc2ccccc2)n(C)c1=O	-11	x
CC(C)(C)NC(=O)NC(=O)CSc1ncc(C(F)(F)F)cc1Cl	x	-8

2 entries drawn at random from the list so far, as already listed:
SMILES	HIV RNase H inh	RmlC RmlD mix
COc1ccc(C2=NOC(C(=O)Nc3c(C)n(C)n(-c4ccccc4)c3=O)C2)cc1OC (stereo not given)	3	-10
COc1cc(CNCCc2ccccc2)ccc1OCC(=O)NC(C)(C)C	x	-5

(listing goes on)
SMILES	HIV RNase H inh	RmlC RmlD mix
Cc1cccc(NCc2nc(SCC(N)=O)n[nH]2)c1	-6	4
COC(=O)c1nnc(-c2ccccc2)nc1OC	x	-14
CCCn1c(=O)c(C(=O)Nc2ccccc2)c(O)c2ccccc21	x	-19
CCOC(=O)C1CCCN(C(=O)c2sc3nc(-c4ccc(F)cc4)cn3c2C)C1 (stereo not given)	-13	x
Cn1c(=O)n(CC(=O)Nc2ccccc2)c2ccccc21	-14	-10
CC(CN1CCOCC1)OC(=O)C(C)(c1ccccc1)c1ccccc1 (stereo not given)	x	-16
COc1ccc(NC(=O)C(Cc2ccccc2)NC(=O)c2ccco2)cc1OC (stereo not given)	-5	-14
CC(=O)N1CCc2cc(S(=O)(=O)NCCC(=O)NCCc3ccc(C)cc3)ccc21	-6	5
Nc1ccc(Sc2ccccc2CC(=O)O)cc1	x	8
Cc1nn(C)c(=O)n1-c1ccc(OCc2ccccc2)cc1	x	4
Cc1onc(-c2ccccc2)c1C(=O)Nc1nnc(N2CCCCCC2)s1	-2	-9
CC1C/C(=C/c2cccn2C)C(=O)/C(=C/c2cccn2C)C1 (stereo not given)	x	-8
COCCSc1ccccc1C(=O)N1CCOCC1	x	-13
CCO/C=C1/C(=O)N(C(C)=O)c2ccccc21	x	-6
Cc1nnc(Sc2nc3c(c(=O)[nH]c(=O)n3C)n2CCCc2ccccc2)s1	-24	11
Cc1ccccc1-n1c(O)c(C=NCCN2CCOCC2)c(=O)[nH]c1=O	1	-12
CCOC(=O)c1sc(=S)n(-c2ccccc2)c1N	x	-5
COc1cccc(CNC(=O)C2CCCN(c3nc4ccccc4o3)C2)c1 (stereo not given)	-4	12
O=C1NCCCc2nonc21	-8	-3
CCCCC(O)CN1CCC(c2ccccc2)CC1 (stereo not given)	x	1
COc1ccc(C2(C(=O)NCc3ccco3)CCCC2)cc1OC	x	4
O=C(CNS(=O)(=O)c1ccc2ccccc2c1)OCc1nnc(-c2ccccc2)o1	x	-7
Cc1cc(-c2ccccc2)c2nncn2n1	-5	-5
Cc1cc(C)c(NC(=O)/C(=C/c2ccco2)c2ccccc2)c(C)c1	x	-2
COc1ccccc1Oc1cc(C#N)c(C#N)cc1-n1nnc2ccccc21	-9	x
CCOc1ccccc1C1CC(=O)Nc2cc(OC)c(OC)c(OC)c21 (stereo not given)	2	-7
COc1ccc(OC)c(C(=O)CSc2nc3ccccc3n2CC(=O)NC(C)(C)C)c1	x	28

2 of these compounds in another layout:
Under each structure – HIV RNase H inh, RmlC RmlD mix
COc1ccc(C2(C(=O)NCc3ccco3)CCCC2)cc1OC
 : x, 4
O=C(CNS(=O)(=O)c1ccc2ccccc2c1)OCc1nnc(-c2ccccc2)o1
 : x, -7

Some of the compounds tested. The share of hits here may be higher or lower than overall.
